ASK1 primary: ASK1 kinase inhibitors, primary screen, biochemical, AlphaScreen. Mitogen-activated protein kinase kinase kinase 5 (Homo sapiens), Q99683. AlphaScreen MKK6 phosphorylation by ASK1, luminescence. inhibition, % at 7.44 µM. 22,000 tested, 0.99% active; in the data active = inhibition above about 35%;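 note: 0% = median of compound wells and 100% = no enzyme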
ULK1 primary: ULK1 kinase inhibitors, primary screen, biochemical, AlphaScreen. AlphaScreen Atg13 phosphorylation by ULK1, luminescence. inhibition, % at 5.96 µM. 30,000 tested, 1.9% active; in the data active = inhibition above about 43%;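 note: 0% = median of compound wells and 100% = no enzyme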
Target sequence (O75385 whole entry, looked up): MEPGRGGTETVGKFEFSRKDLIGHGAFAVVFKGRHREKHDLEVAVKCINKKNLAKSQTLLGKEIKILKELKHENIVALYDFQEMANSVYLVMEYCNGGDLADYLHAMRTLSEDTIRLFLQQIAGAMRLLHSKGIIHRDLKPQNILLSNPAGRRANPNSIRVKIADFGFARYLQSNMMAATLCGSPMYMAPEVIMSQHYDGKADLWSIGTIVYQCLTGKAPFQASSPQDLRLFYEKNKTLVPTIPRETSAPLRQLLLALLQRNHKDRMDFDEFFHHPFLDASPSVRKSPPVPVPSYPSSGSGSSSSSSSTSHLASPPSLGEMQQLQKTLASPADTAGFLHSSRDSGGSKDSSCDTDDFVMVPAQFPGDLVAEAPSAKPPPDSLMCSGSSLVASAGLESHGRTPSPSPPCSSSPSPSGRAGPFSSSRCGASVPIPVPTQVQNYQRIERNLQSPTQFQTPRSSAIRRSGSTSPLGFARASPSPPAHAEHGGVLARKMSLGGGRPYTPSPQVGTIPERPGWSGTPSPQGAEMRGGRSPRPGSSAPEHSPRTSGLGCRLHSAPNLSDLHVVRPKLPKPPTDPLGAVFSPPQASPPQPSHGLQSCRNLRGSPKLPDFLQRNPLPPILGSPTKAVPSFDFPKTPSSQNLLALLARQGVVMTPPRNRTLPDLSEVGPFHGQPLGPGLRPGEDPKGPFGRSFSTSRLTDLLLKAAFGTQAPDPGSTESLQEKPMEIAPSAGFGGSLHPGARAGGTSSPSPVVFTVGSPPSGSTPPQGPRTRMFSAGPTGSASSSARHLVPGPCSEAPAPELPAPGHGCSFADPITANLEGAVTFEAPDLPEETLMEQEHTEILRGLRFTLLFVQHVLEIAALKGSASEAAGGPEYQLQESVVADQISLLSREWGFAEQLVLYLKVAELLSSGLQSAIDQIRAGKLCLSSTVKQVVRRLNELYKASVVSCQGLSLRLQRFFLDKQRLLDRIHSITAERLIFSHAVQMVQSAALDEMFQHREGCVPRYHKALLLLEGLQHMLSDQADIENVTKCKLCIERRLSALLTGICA
Active calls of the source: *; · = not tested or not shown.

mol | ASK1 primary | ULK1 primary
O=C(NCCO)c1cc(NC2CCN(Cc3ccccc3)CC2)nc2ccccc12 | 12 | 40
Nc1nnc(-c2cccc(Cl)c2Cl)c(N)n1 | · | 1
O=C(NCCOc1ccccc1)c1csc(N2CCC(N3CCOCC3)CC2)n1 | -7 | 9
Cc1cccc(CC(=O)Nc2cnn(-c3cccc(C(=O)Nc4ccccc4)c3)c2)c1 | -16 | -24
CC[C@H](C)C(=O)O[C@H]1C[C@@H](C)C=C2C=C[C@H](C)[C@H](CC[C@@H]3C[C@@H](O)CC(=O)O3)[C@H]21 | · | -6
CC(=O)Nc1ccc(Nc2ncnc3c2nc(-c2ccc(N4CCN(C)CC4)cc2)n3C(C)C)cc1 | 11 | -8
OCC1(CO)COC(C(Cl)(Cl)Cl)OC1 | · | -5
CCn1c(SCCN2CCCCC2)nc2c1c(=O)n(C)c(=O)n2C | · | 6
NC(C(=O)N1CCN(C(=O)c2ccc3[nH]ncc3c2)CC1)c1ccc(C(F)(F)F)cc1 (centres undefined) | -3 | -1
O=C(NC1CCN(Cc2ccccc2)CC1)c1cccc(NCCN2CCOCC2)n1 | -14 | -3
CC(C)N(CCNC(=O)c1cccc(Cl)n1)C(C)C | -4 | 7
Cc1ccc(Nc2cc(C3(C)CCC(=O)O3)cs2)cc1 (centres undefined) | · | -3
CCCNc1nc(Nc2cc(OC)c(OC)c(OC)c2)nc2c1ncn2C(C)C | 7 | -4
CC(C)(C)OC(=O)N1CCCC(c2nc(-c3ccncc3)no2)C1 (centres undefined) | 14 | -26
Oc1c(Cl)cc(Cl)c(Cl)c1Cc1c(O)c(Cl)cc(Cl)c1Cl | · | 76*
CN(C)CC/C=C1\c2ccccc2CSc2ccccc21 | · | 3
COc1ccc2c(c1)C1OCCC1C(c1ccncc1)N2 (centres undefined) | · | -1
CCCC(=O)n1nc(C)c(S(=O)(=O)N2CCOCC2)c1C | · | 5
O=C(NCc1nc2ccccc2[nH]1)c1cnc(N2CCN(c3ccccn3)CC2)s1 | -5 | 3
c1cncc(-c2cc(NC3CC3)nc(-c3cccnc3)n2)c1 | · | 0
c1cncc(CNc2nc(Nc3cnccn3)nc3nc[nH]c23)c1 | 8 | 18
Nc1cccc(-c2nc(NCc3ccccc3)c3ncn(-c4ccsc4)c3n2)c1 | -1 | -4
COc1cc(Nc2cc(C)nc(Cl)n2)cc(OC)c1OC | -16 | -8
COCCNC(=O)[C@H](O)[C@@H](O)C(=O)N1CCCN(S(=O)(=O)c2cccc3cnccc23)CC1 | -5 | -18
CC(=O)c1cccc(-c2nc(NCCN3CCOCC3)c3ncn(C(C)C)c3n2)c1 | -16 | 16
CCCCOc1ccc(C2(C)NC(=O)NC2=O)cc1 (centres undefined) | · | 8
CCOc1ccc(Nc2nc(Nc3ccc(OCC)cc3)c3cn[nH]c3n2)cc1 | -11 | 10
Cc1cc(-c2ccccc2)nc(Nc2ccc(S(N)(=O)=O)cc2)n1 | -28 | -22
c1ccc2sc(-c3cnc(N4CCCC4)nc3)cc2c1 | · | -1
CCCNc1nc(Cl)ncc1C | 12 | 0
O=C(Nc1ccc(Oc2ccccc2)cc1)c1ccc(-c2ccc(N3CCOCC3)nc2)s1 | -2 | 3
CC(=O)c1cccc(-c2nc(C)cc(NCc3cccc(C(F)(F)F)c3)n2)c1 | -22 | -27
COc1cc2nc(Nc3ccc(C(F)(F)F)cc3)nc(NC3CC3)c2cc1OC | -40 | -26
OC1CCC(Nc2nc(NCc3cccc(C(F)(F)F)c3)c3[nH]cnc3n2)CC1 (centres undefined) | -1 | 9
FC(F)(F)c1ccc(Cn2cnc3c(NCCN4CCOCC4)nc(N4CCC(N5CCOCC5)CC4)nc32)cc1 | -8 | -2
COc1ccc(S(=O)(=O)Nc2ccc(-c3cn4ccc(C)nc4n3)cc2)cc1C | · | 1
C/C(CC(=O)Nc1cccc(Cl)c1)=N\NC(=O)c1ccc(O)cc1O | · | -17
COc1ccc(-c2nc(C)cc(Nc3ccccc3)n2)cn1 | -4 | 1
COC(=O)c1c(NC(=O)c2cccs2)sc(C(=O)Nc2cccc(OC)c2)c1C | · | -2
O=C(Nc1cccc(Cl)c1N1CCC2(CC1)OCCO2)c1ccc(Br)o1 | 8 | -6
COc1ccc(CCNc2cc(N3CCc4ccccc4C3)ncn2)cc1 | -3 | -21
COC(CNc1cc(-c2cncc(-c3cc4ccccc4s3)c2)nc(C)n1)OC | · | 2
O=C(NCc1ccccc1)C1CCN(c2ccc(Nc3ccccc3)nn2)CC1 | -10 | 2
CN(C)CCSc1cc(-c2cn[nH]c2)ccc1NC(=O)[C@H]1Cc2cc(F)ccc2CN1 | -2 | 13
COc1ccc(-c2nc3ccc(C(=O)Nc4cc(OC)c(OC)c(OC)c4)cc3s2)cn1 | 11 | -58

Part of the list above, field by field.
OC1CCC(Nc2nc(NCc3cccc(C(F)(F)F)c3)c3[nH]cnc3n2)CC1 (centres undefined)
  ASK1 primary = -1 | ULK1 primary = 9

FC(F)(F)c1ccc(Cn2cnc3c(NCCN4CCOCC4)nc(N4CCC(N5CCOCC5)CC4)nc32)cc1
  ASK1 primary = -8 | ULK1 primary = -2

COc1ccc(S(=O)(=O)Nc2ccc(-c3cn4ccc(C)nc4n3)cc2)cc1C
  ASK1 primary = · | ULK1 primary = 1

C/C(CC(=O)Nc1cccc(Cl)c1)=N\NC(=O)c1ccc(O)cc1O
  ASK1 primary = · | ULK1 primary = -17

Next records:
mol | ASK1 primary | ULK1 primary
CC(C)n1cnc2c(NCc3nc4ccccc4[nH]3)nc(-c3csc4ccccc34)nc21 | -3 | -66
Cc1cc(NC(=O)Cc2ccc(F)cc2)n(-c2ncnc3c2cnn3-c2cccc(Cl)c2)n1 | · | -9
COc1nc(Nc2ccc(NC(C)=O)cc2)nc(-c2ccc(C(=O)N3CCN(C)CC3)cc2)n1 | -11 | -22
O=C(Nc1ccc2c(c1)OCO2)c1ccc2nc(Nc3ccc4ncccc4c3)sc2c1 | 8 | 5
Nc1nc(-c2csc3ccccc23)nc2c1ncn2CCN1CCCC1=O | 0 | -17
Cc1cc(N)nc(Oc2ccccc2)n1 | -16 | -22
Cc1cc(Nc2ccc(N3CCOCC3)cc2)nc(Nc2ccccn2)n1 | 13 | 12
COc1ccc2c(c1)CC(C(=O)Nc1ccccc1C(N)=O)CO2 (centres undefined) | 2 | 5
O=C(Nc1ccc(N2CCOCC2)cc1)c1ccnc(Nc2ccc3ncccc3c2)c1 | -9 | 41
COCCNC(=O)c1ccc2c(c1)CC(c1nc3ccc(-c4ccnc(N)n4)cc3[nH]1)CO2 (centres undefined) | 12 | 20
FC(F)(F)c1cccc(CNc2nc(Nc3ccncc3)nc3c2ncn3-c2ccccc2)c1 | -3 | -5
CCCNc1ccnc(NCCCN2CCCC2=O)n1 | -5 | -2
Cc1nonc1C(=O)N/N=C/c1ccc([N+](=O)[O-])cc1 | · | 2
CC(=O)Nc1ccc(Nc2ccnc(-c3ccc(N4CCOCC4)nc3)n2)cc1 | 2 | 38
O=C1CCCCCO1 | · | -3
O=c1n(CCO)c(=O)n(CCCl)c(=O)n1CCO | · | 0
CCOc1ccc(-n2c(SCC(=O)OC)nnc2-c2cccnc2)cc1 | · | 11
CN1CCN(C(=O)c2ccc(-c3nc4ncnc(NCc5cccc(C(F)(F)F)c5)c4[nH]3)cc2)CC1 | -11 | -4
c1ccc(CNc2nc(-c3ccccc3)nc3c2ncn3-c2ccsc2)cc1 | -11 | -4
CC(C)n1c(N2CCN(Cc3ccc4c(c3)OCO4)CC2)nc2c(NCCc3ccc(O)cc3)ncnc21 | 24 | -3
Nc1cccc(-c2cc(NCCN3CCOCC3)nc(N)n2)c1 | -1 | 9
CCOc1ccc(C(=O)N2CCN(c3nc(C)cc(N4CCCCC4)n3)CC2)cc1 | · | -4
CCNc1ncc(C(=O)Nc2cc(OC)c(OC)c(OC)c2)s1 | 9 | -5
Cn1c(Nc2nc(NCCc3ccc(O)cc3)c3ncn(C4CCCCC4)c3n2)nc2ccccc21 | -2 | 44*
O=C1N(Cc2ccc(F)cc2F)CCN1c1ccc(C(F)(F)F)cn1 | · | -12
c1ccc(CNc2nc(N3CCN(Cc4ccc5c(c4)OCO5)CC3)nc3nc[nH]c23)cc1 | 18 | -24
O=C(NCc1nc2ccccc2[nH]1)c1ccc(-c2ccccc2)s1 | 3 | 0
Cn1nccc1Nc1ccc(-n2cc(CC(=O)NCc3ccccc3)c3ccccc32)nn1 | 13 | 19
O=C(NCCOc1ccccc1)c1cc(N2CCC(N3CCOCC3)CC2)nc2ccccc12 | 11 | 7
CC(C)NC(=O)c1cccc(NC(=O)Nc2ccc(-c3ncnc4[nH]ccc34)cc2)c1 | 15 | 47*
Cc1sc2nc[nH]c(=O)c2c1-c1ccccc1 | · | -1
Oc1cc(O)cc(O)c1 | · | 7
Clc1ccc(CNc2cc(-c3cccnc3)nc(-c3cccnc3)n2)cc1 | · | -7
COc1ccc(CCNC(=O)c2ccc3nc(NCc4ccc5c(c4)OCO5)sc3c2)cc1 | -10 | -11
c1ccc(OCCNc2nc(N3CCOCC3)nc3c2ncn3-c2ccccc2)cc1 | 2 | -13
Cn1c(Nc2cc(C(=O)NCCCN3CCCC3=O)ccn2)nc2ccccc21 | 5 | 23
c1cncc(CNc2nc(Nc3ccc(-n4ccnc4)cc3)nc3c2ncn3-c2ccsc2)c1 | 8 | 16
COCCCN=Cc1c(C(F)(F)F)[nH]n(-c2nc3ccccc3s2)c1=O | · | 8
CC(=O)c1cccc(-c2nc(NCCN3CCOCC3)c3ncn(-c4ccsc4)c3n2)c1 | -11 | -4
CC(C)N(CCNC(=O)c1cccc(-c2cccc(N)c2)c1)C(C)C | -6 | -3
CC(O)CNc1nc(Nc2ccc(F)cc2)c2cnn(-c3ccccc3)c2n1 (centres undefined) | · | -25
Cc1ccc(C2(C(F)(F)F)NC(=O)C3=C(CC(C)(C)CC3=O)O2)cc1 (centres undefined) | · | 10
COc1ccc(CCNC(=O)c2ccnc(N3CCN(Cc4ccc5c(c4)OCO5)CC3)c2)cc1 | -7 | -13
CC(C)n1c(-c2csc3ccccc23)nc2c(NCc3nc4ccccc4[nH]3)ncnc21 | 2 | -6
CC(=O)c1cccc(-c2nccc(NCc3cccc(C(F)(F)F)c3)n2)c1 | 4 | -16
Cc1c(C(=O)c2ccccc2)oc2ccc(NC(=O)c3cccs3)cc12 | · | -17
CC(C)(Oc1ccc(Cl)cc1)C(=O)N1CSCC1C(=O)O (centres undefined) | · | -2
CN(C)c1cccc(Nc2ccc(N3CCC(C(=O)NCCN4CCOCC4)CC3)nn2)c1 | 1 | -1
Nc1cccc(-c2nc(NCCO)c3ncn(CCN4CCCC4=O)c3n2)c1 | 4 | -9
Oc1ccc(CCNc2nc(NCc3ccc4c(c3)OCO4)nc3c2ncn3Cc2ccc(C(F)(F)F)cc2)cc1 | -11 | -27
COc1cn(CC(=O)Nc2ccc(C)cc2C)c(CN2CCC(C)CC2)cc1=O | · | 2
O=C(NCCNCC(O)COc1ccc(O)cc1)N1CCOCC1 (centres undefined) | · | 1
CCN1C(=O)C(C)(C)COc2ccc(NC(=O)CCc3ccc(OC)cc3)cc21 | · | 7
Nc1nc(Nc2ncccn2)cc(NC2CC2)n1 | 8 | 1
Cc1cc(NC(=O)C2COc3ccccc3O2)ccc1-c1cnc2ncccc2c1 (centres undefined) | 7 | 15
Nc1ccc(-c2cn[nH]c2-c2ccc(F)cc2)cc1 | 10 | -4
NC(=O)c1cc(NCCCN2CCCC2=O)nc2ccccc12 | 4 | 4
CC(C)N(CCNC(=O)c1cccc(NC2CCC(O)CC2)n1)C(C)C (centres undefined) | 8 | 3
Nc1cccc(-c2nc(C(=O)NCCCN3CCCC3=O)cs2)c1 | -1 | 10
O=C1CCCN1CCn1cnc2c(Nc3ccc(Oc4ccccc4)cc3)nc(N3CCOCC3)nc21 | 5 | -21

Additional records follow:
mol | ASK1 primary | ULK1 primary
Cn1nccc1Nc1nc(C(=O)NCc2ccccc2)cs1 | -11 | 2
CN(C)CCNc1cc(-c2cccc(C(F)(F)F)c2)nc(-c2ccncc2)n1 | · | -11
O=C(Nc1ccc(-c2cn[nH]c2)cc1SCCN1CCOCC1)C1COc2ccc(F)cc2C1 (centres undefined) | 4 | 2
COc1cc(Nc2nc(Nc3cccnc3)nc3c2ncn3C2CCCCC2)cc(OC)c1OC | 9 | -3
COc1ccc(CCNc2nc(NCc3cccnc3)nc3c2ncn3Cc2ccc(C(F)(F)F)cc2)cc1 | 5 | -17
COc1cc(Nc2cc(-c3c(C)noc3C)ncn2)cc(OC)c1OC | 9 | -6
c1cc(-n2cnc3c(Nc4ccc5c(c4)OCO5)nc(NCCN4CCOCC4)nc32)cs1 | 26 | 25
COc1cccc(CN(CCN(C)C)C(=O)c2cn3ccccc3n2)c1 | 18 | -27
Cc1cnc(Nc2cccc(N(C)C)c2)nc1NCCO | 3 | 10
O=C(NC1CCNCC1)c1ccncc1Cl | -12 | -1
Nc1ccn(C[C@@H](CO)OCP(=O)(O)O)c(=O)n1 | · | -20
COc1cc2nc(-c3ccc(C(N)=O)cc3)nc(Nc3ccc(Oc4ccccc4)cc3)c2cc1OC | 6 | -46
Cc1cc(Nc2ccccc2)nc(N2CCOCC2)n1 | -10 | -5
O=C(NCCc1ccc(O)cc1)c1ccnc(-c2ccccc2)c1 | 9 | -3
CCN(CC)C(=O)C1CCCN(c2nc3ccc(C(=O)NCc4ccccc4)cc3s2)C1 (centres undefined) | -2 | 3
COc1ccc(-c2ncc(C)c(NCc3cccnc3)n2)cc1 | -6 | 4
CC(=O)Nc1ccc(Nc2nc(Nc3ccccc3)nc3c2ncn3Cc2ccc(C(F)(F)F)cc2)cc1 | 15 | -28

Structures listed above marked active in ULK1 primary.
mol | ASK1 primary | ULK1 primary
Oc1c(Cl)cc(Cl)c(Cl)c1Cc1c(O)c(Cl)cc(Cl)c1Cl | · | 76*
Cn1c(Nc2nc(NCCc3ccc(O)cc3)c3ncn(C4CCCCC4)c3n2)nc2ccccc21 | -2 | 44*
CC(C)NC(=O)c1cccc(NC(=O)Nc2ccc(-c3ncnc4[nH]ccc34)cc2)c1 | 15 | 47*
